High-throughput results as filed in PubChem.
mcGAS inh: cyclic GMP-AMP synthase inhibitors, mouse, primary biochemical chemiluminescence | Q8C6L5 | recombinant cGAS, Kinase-Glo ATP depletion luminescence | inhibition, % at 12.5 µM | 160,000 compounds, 0.15% hits | AID 1259399, 2018;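 further: 0% = negative control wells and 100% = reference inhibitor with no enzyme activity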
hcGAS inh: Primary biochemical luminescence assay for human cyclic GMP-AMP synthase inhibitors; Q8N884; AID 1259398, 2018; inhibition, % at 12.5 µM; recombinant h-cGAS, ATP depletion, Kinase-Glo luminescence; 290,000 compounds, 0.081% hits;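 further: 0% = vehicle reaction and 100% = reaction without DNA for no activity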
Target sequence (Q8N884 whole entry, looked up): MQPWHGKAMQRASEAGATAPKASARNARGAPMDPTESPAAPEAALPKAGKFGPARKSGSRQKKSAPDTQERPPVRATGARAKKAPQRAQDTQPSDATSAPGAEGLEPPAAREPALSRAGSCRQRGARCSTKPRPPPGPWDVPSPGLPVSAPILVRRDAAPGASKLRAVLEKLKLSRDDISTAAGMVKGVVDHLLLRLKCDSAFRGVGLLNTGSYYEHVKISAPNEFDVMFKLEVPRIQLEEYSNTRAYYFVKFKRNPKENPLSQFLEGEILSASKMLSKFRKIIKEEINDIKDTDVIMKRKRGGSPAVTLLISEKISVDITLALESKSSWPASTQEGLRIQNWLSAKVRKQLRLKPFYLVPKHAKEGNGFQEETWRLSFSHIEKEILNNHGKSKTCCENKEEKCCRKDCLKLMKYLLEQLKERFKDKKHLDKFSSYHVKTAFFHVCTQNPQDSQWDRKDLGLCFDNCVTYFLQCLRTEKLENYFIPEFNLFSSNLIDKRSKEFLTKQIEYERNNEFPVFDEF
NPYLR7 ag: agonists of mosquito NPYLR7 receptor, primary screen, cell-based, Aedes aegypti, calcium fluorescence, mosquito biting behavior; Aedes aegypti neuropeptide Y-like receptor 7 (NPYLR7); HEK293T NPYLR7/Galpha15, GCaMP6s calcium fluorescence; activation, % at 10 µM; 270,000 compounds, 0.15% hits; in the data active means activation above about 40%;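 further: 0% = vehicle and 100% = reference agonist at the receptor; some compounds past the cut are filed as inactive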
* marks the source's active call; other numbers are inactive results; & = joins results of further samples. Unless noted, no stated cut-off is given here; in the data, active means inhibition above about 40%; inactive means the rest.

For CN(CCc1ccccn1)c1ccc(S(=O)(=O)N2CCCC2)cc1[N+](=O)[O-] the results were hcGAS inh -10 and NPYLR7 ag -4.
`CC(=O)N1CCc2cc(NC(C)C(=O)Nc3cccc4ncccc34)ccc21` (stereo not drawn) gave mcGAS inh 0, hcGAS inh 2 and NPYLR7 ag -2.
Screening C=C(C)c1cccc(C(C)(C)NC(=O)N(C)C2CCN(C)CC2)c1 returned hcGAS inh -10 and NPYLR7 ag -22.
`COc1ccc(-n2c(C)c(C)n3c4c(=O)n(C)c(=O)n(C)c4nc23)cc1` gave mcGAS inh -7, hcGAS inh -10 and NPYLR7 ag 1.
`CC(C)(C)OCc1cccc(CN)c1` gave hcGAS inh -7 and NPYLR7 ag 20.
`COc1ccccc1C(=O)Nc1ccc(=O)n2c1[C@@H]1C[C@@H](CN(C3CCN(C(C)=O)CC3)C1)C2` gave mcGAS inh -5, hcGAS inh -6 and NPYLR7 ag -8.
For C=CCN(CC=C)C(=O)CSc1nnc(-c2cccc(C)c2)n1CC=C the results were mcGAS inh -3 and hcGAS inh -6.
Screening O=c1nc(SCc2cccc3ccccc23)c2c([nH]1)CCC2 returned mcGAS inh -6, hcGAS inh -2 and NPYLR7 ag -2.
`CCOC(=O)c1[nH]c(C)c(C(=O)OCc2nc(-c3cccs3)no2)c1C` gave mcGAS inh -7, hcGAS inh -4 and NPYLR7 ag 9.
Cc1cccc2c(N=NC(=O)COc3c(Cl)cc(Cl)cc3Cl)c(O)[nH]c12 was read as mcGAS inh -8, hcGAS inh -4 and NPYLR7 ag 0.
For CCc1ccc(-n2c(C(CC)N(Cc3ccccc3)C(=O)Nc3cccc(Br)c3)nc3ccccc3c2=O)cc1 (stereo not drawn) the results were mcGAS inh 3, hcGAS inh 4 and NPYLR7 ag 3.
Cc1cc(C)n(C2CCN(Cc3ccc4ccccc4n3)C2)n1 (stereo not drawn) was read as hcGAS inh 2 and NPYLR7 ag -9.
`CC(C)c1ccc(CC(=O)N2CCC2(C)C(=O)Nc2cc(C(C)(C)C)on2)cc1` (stereo not drawn) gave mcGAS inh -3, hcGAS inh -9 and NPYLR7 ag -4.
For O=C(CCCN1C(=O)c2cccc3cccc(c23)C1=O)N1CCCCC1 the results were hcGAS inh -2 and NPYLR7 ag 7.
CCCCC(O)CN(Cc1c(C)nn(-c2ccccc2)c1Oc1ccc(OC)cc1)CC1CCCO1 (stereo not drawn) was read as mcGAS inh -7, hcGAS inh -4 and NPYLR7 ag 2.
COCCn1c(-c2ccccn2)nc2cc(NC(C)=O)cc(C(=O)NC3CCCc4ccccc43)c21 (stereo not drawn) was read as mcGAS inh -9, hcGAS inh -3 and NPYLR7 ag 23.
COc1ccc(OC)c(NC(=O)C2(C)CCN2Cc2c(F)cccc2F)c1 (stereo not drawn) was read as hcGAS inh -12 and NPYLR7 ag 8.
O=C(NCc1ccccn1)C(C1CCCC1)N1CCN(C(=O)c2ccc(F)cc2)CC1 (stereo not drawn) was read as mcGAS inh -6, hcGAS inh -7 and NPYLR7 ag -9.
For COCCN(Cc1nccn1Cc1ccc(C(F)(F)F)cc1)C(=O)C(C)C the results were mcGAS inh -3, hcGAS inh 0 and NPYLR7 ag 6.
O=c1cc(-c2ccc(F)cc2)ncn1Cc1cccc(C(F)(F)F)c1 was read as mcGAS inh -5, hcGAS inh 1 and NPYLR7 ag -18.
For COc1ccc(C(=O)N2CCCC2(C)C(=O)NCC(C)C)cc1C(F)(F)F (stereo not drawn) the results were mcGAS inh -7, hcGAS inh -14 and NPYLR7 ag 4.
Screening CC(C)(C)C1CCc2c(C(=O)NNC(=O)CCC(=O)O)csc2C1 (stereo not drawn) returned hcGAS inh -1 and NPYLR7 ag 2.
Screening CC(C)(C)c1ccc(NC(=O)NCc2nnnn2-c2ccc(F)cc2)cc1 returned hcGAS inh -5 and NPYLR7 ag 0.
CN(C)c1cc(-c2ccccc2)nc(SCc2ccc(C(=O)O)cc2)n1 was read as mcGAS inh -5, hcGAS inh -3 and NPYLR7 ag 9.
Screening CCC1SC(c2ccc(C)cc2)N(CCCNC)C1=O (stereo not drawn) returned mcGAS inh -4, hcGAS inh -1 and NPYLR7 ag -3.
Screening COc1cccc(C(=O)N2CCc3cc(OC)c(OC)cc3C2c2cccc(Cl)c2)c1 (stereo not drawn) returned mcGAS inh -7, hcGAS inh -2 and NPYLR7 ag 11.
For Cc1cc(NC(=O)NNc2ccc(S(=O)(=O)C(F)F)cc2)no1 the results were hcGAS inh -13 and NPYLR7 ag 13.
`O=C(NC1CCOc2ccccc21)c1nn(-c2ccc(F)cc2)c2c1CCCC2` (stereo not drawn) gave hcGAS inh -7 and NPYLR7 ag 11.
Screening O=C(CCN1Cc2ccccc2C1=O)NC1CCCc2c1cnn2-c1ccc(F)cc1F (stereo not drawn) returned hcGAS inh -5&-2 and NPYLR7 ag -6&0.
For CCOc1ccc(Nc2ncccc2S(=O)(=O)NC)cc1 the results were hcGAS inh 2 and NPYLR7 ag -8.
CC(C)c1ccc(OS(=O)(=O)c2cn(C)c(=O)n(C)c2=O)cc1 was read as mcGAS inh -8, hcGAS inh -8 and NPYLR7 ag 0.
Screening CC(C)CN(Cc1ccsc1)C(=O)C1(C(N)=O)CC1 returned mcGAS inh -9, hcGAS inh -5 and NPYLR7 ag 12.
Screening CCC(=O)Nc1ccc(OCC(=O)NCc2cn3c(n2)SCC3)cc1 returned hcGAS inh -2 and NPYLR7 ag -7.
Screening CCOC(=O)C1(Cc2ccccc2C)CCCN(C(=O)c2cc(-c3cccn3C)n[nH]2)C1 (stereo not drawn) returned mcGAS inh -7&-4, hcGAS inh -4&-2 and NPYLR7 ag 11&-8.
Screening CCOc1ccc(-c2nccn2CC2CCOCC2)cc1 returned mcGAS inh -2, hcGAS inh 2 and NPYLR7 ag 0.
`Cn1ccnc1C(NC(=O)C1CCN(S(=O)(=O)c2ccccc2F)CC1)c1ccccc1F` (stereo not drawn) gave mcGAS inh -8, hcGAS inh -4 and NPYLR7 ag -4.
For O=C(N[C@@H]1c2ccccc2C2(CCNCC2)[C@H]1O)c1cccc(-n2cccn2)c1 the results were hcGAS inh -7 and NPYLR7 ag 6.
Screening Cc1cc(C)c(-c2nc3cc(NC(=O)c4ccc(F)cc4)ccc3o2)c(C)c1 returned mcGAS inh -11 and hcGAS inh -9.
For Cc1c(NCc2ccccn2)cccc1C(=O)Nc1cnc2n1CCCC2 the results were mcGAS inh -11, hcGAS inh -4 and NPYLR7 ag -1.
`CC(C)Cn1c(CN2C[C@@H]3CCC[C@H]2C3)cnc1S(=O)(=O)Cc1ccccc1` gave hcGAS inh -4 and NPYLR7 ag 6.
O=C(/C=C\c1ccc([N+](=O)[O-])cc1)N(Cc1cccnc1)c1nc2ccc(F)cc2s1 was read as mcGAS inh -4, hcGAS inh 1 and NPYLR7 ag -21.
CC(=O)N1CCC2(CC1)OC(=O)C(C)=C2C(=O)NC1CCCC1 was read as hcGAS inh -6 and NPYLR7 ag 4.
COCC(=O)N1CCN(Cc2ccc(-c3noc(-c4cccc(C(F)(F)F)c4)n3)cc2)CC1 was read as mcGAS inh -9, hcGAS inh -10 and NPYLR7 ag 3.
`CC(C)Cn1c(N)c(C(=O)CCl)c(=O)[nH]c1=O` gave hcGAS inh -6 and NPYLR7 ag 4.
COc1ccc(CN2CCN(Cc3nc(-c4ccccc4)cs3)CC2CCO)cc1C (stereo not drawn) was read as hcGAS inh -3 and NPYLR7 ag 0.
`O=C1N[C@H]2CCC[C@@H]1CN(Cc1cc3n(n1)CCNC3)C2` gave mcGAS inh -17, hcGAS inh -2 and NPYLR7 ag 4.
`CCc1cnc(C)nc1N1CCN(Cc2cn[nH]c2-c2ccccc2)CC1` gave mcGAS inh -1, hcGAS inh 0 and NPYLR7 ag -2.
`CCC(CC)C(=O)Nc1c(C)n(C)n(-c2ccccc2)c1=O` gave mcGAS inh -5, hcGAS inh -5 and NPYLR7 ag -1.
For CN(C)c1ccc(C(=O)NNC(=O)c2ccco2)cc1 the results were hcGAS inh -4 and NPYLR7 ag -7.
Screening CCC(CC)C(=O)Nc1cc(-c2cccs2)nn1-c1nc(C)c(C)c(=O)[nH]1 returned hcGAS inh -13 and NPYLR7 ag -5.
Cc1ccc(S(=O)(=O)N2CCCCC2)cc1NS(=O)(=O)c1c(Cl)cccc1Cl was read as hcGAS inh 7 and NPYLR7 ag -2.
`CCCc1c(C#N)c(N)[nH]c(=S)c1C#N` gave hcGAS inh 5 and NPYLR7 ag 0.
`OC(CN1CC2CCCCC21c1ccccc1)Cn1cccn1` (stereo not drawn) gave mcGAS inh -5, hcGAS inh -4 and NPYLR7 ag 2.
Oc1ccc(C=Nn2c(-c3ccco3)csc2=Nc2ccc(F)cc2F)c(O)c1 was read as mcGAS inh -5, hcGAS inh -7 and NPYLR7 ag -2.
`O=C(CC(c1ccccc1)c1ccccc1)N1CCN(C(=O)C23CC4CC(CC(C4)C2)C3)CC1` gave mcGAS inh -4, hcGAS inh -9 and NPYLR7 ag 7.
Cc1cc(C(=O)N(C)C(C)c2ccc(S(C)(=O)=O)cc2)c(C)n1C1CCCCC1 (stereo not drawn) was read as hcGAS inh -9 and NPYLR7 ag 2.
Screening Cc1ccc(C)c(CSc2c(C(C)C)cnc3c2c(=O)n(C)c(=O)n3C)c1 returned mcGAS inh -9, hcGAS inh -10 and NPYLR7 ag 7.
Screening CCOC(=O)c1c(C)nn(-c2ccc(C(=O)N[C@H](CO)Cc3ccccc3)cc2)c1C returned mcGAS inh -3, hcGAS inh -6 and NPYLR7 ag -3.
For COc1ccc(C2=CSC3=NS(=O)(=O)CCN23)cc1 the results were hcGAS inh -5 and NPYLR7 ag 0.
Screening N#CC(Cc1ccccc1)NC(=O)CCNC(=O)C12CC3CC(CC(C3)C1)C2 (stereo not drawn) returned hcGAS inh -8 and NPYLR7 ag 4.
Screening Cc1nc(N)ncc1C(=O)N1CCC2(CCCN(C)CC2)CC1 returned mcGAS inh -8 and hcGAS inh 0.
Screening CN(C)CCCNC(=O)c1cc(NC(=O)c2ccc([N+](=O)[O-])cc2Cl)ccc1N1CCCC1 returned mcGAS inh -2, hcGAS inh 1 and NPYLR7 ag 12.
CC(C)(C)C(=O)CN1CCc2ccccc2N(CC(O)COCc2ccco2)CCC1=O (stereo not drawn) was read as mcGAS inh 1, hcGAS inh -9 and NPYLR7 ag 3.
`Nc1c(C(=O)Nc2cccc(Cl)c2)c2ccccn2c1C(=O)c1ccccc1` gave mcGAS inh -7, hcGAS inh -3 and NPYLR7 ag -3.
`O=C(NCCc1ccccn1)c1ccc(-c2ccc3c(c2)OCO3)nc1NCC1CC1` gave mcGAS inh -4, hcGAS inh -4 and NPYLR7 ag 7.
N#CC(C#N)C=Nc1sc2c(c1-c1nc3ccccc3[nH]1)CCCC2 was read as hcGAS inh 4 and NPYLR7 ag -3.
COc1ccc(-c2cnc(-c3ccc(CNC(=O)c4ccco4)cc3)[nH]2)cc1 was read as mcGAS inh -4, hcGAS inh -4 and NPYLR7 ag 15.
`O=C(CCl)Nc1ccc2c(c1)C(=O)c1ccccc1C2=O` gave mcGAS inh 57*, hcGAS inh 2 and NPYLR7 ag 2.
`CCCn1nccc1C(=O)Nc1cc(C(N)=O)ccc1N1CCCC(C)C1` (stereo not drawn) gave hcGAS inh -6 and NPYLR7 ag 5.
COc1ccc(-c2n[nH]c(C)c2-c2ccc(OC)c(OC)c2)c(O)c1 was read as mcGAS inh -8, hcGAS inh -6 and NPYLR7 ag 2.

Filtered by structure: the compounds so far containing an NH in an aromatic ring
Screening O=c1nc(SCc2cccc3ccccc23)c2c([nH]1)CCC2 returned mcGAS inh -6, hcGAS inh -2 and NPYLR7 ag -2.
`CCOC(=O)c1[nH]c(C)c(C(=O)OCc2nc(-c3cccs3)no2)c1C` gave mcGAS inh -7, hcGAS inh -4 and NPYLR7 ag 9.
Cc1cccc2c(N=NC(=O)COc3c(Cl)cc(Cl)cc3Cl)c(O)[nH]c12 was read as mcGAS inh -8, hcGAS inh -4 and NPYLR7 ag 0.
Screening CCOC(=O)C1(Cc2ccccc2C)CCCN(C(=O)c2cc(-c3cccn3C)n[nH]2)C1 (stereo not drawn) returned mcGAS inh -7&-4, hcGAS inh -4&-2 and NPYLR7 ag 11&-8.
`CC(C)Cn1c(N)c(C(=O)CCl)c(=O)[nH]c1=O` gave hcGAS inh -6 and NPYLR7 ag 4.
`CCc1cnc(C)nc1N1CCN(Cc2cn[nH]c2-c2ccccc2)CC1` gave mcGAS inh -1, hcGAS inh 0 and NPYLR7 ag -2.
Screening CCC(CC)C(=O)Nc1cc(-c2cccs2)nn1-c1nc(C)c(C)c(=O)[nH]1 returned hcGAS inh -13 and NPYLR7 ag -5.
`CCCc1c(C#N)c(N)[nH]c(=S)c1C#N` gave hcGAS inh 5 and NPYLR7 ag 0.
N#CC(C#N)C=Nc1sc2c(c1-c1nc3ccccc3[nH]1)CCCC2 was read as hcGAS inh 4 and NPYLR7 ag -3.
COc1ccc(-c2cnc(-c3ccc(CNC(=O)c4ccco4)cc3)[nH]2)cc1 was read as mcGAS inh -4, hcGAS inh -4 and NPYLR7 ag 15.
COc1ccc(-c2n[nH]c(C)c2-c2ccc(OC)c(OC)c2)c(O)c1 was read as mcGAS inh -8, hcGAS inh -6 and NPYLR7 ag 2.

Outcome played no part in choosing rows. About 0.29% of those tested had a hit in this group.
